Bioassay records from PubChem BioAssay.
pCIP destab = p/CIP protein destabilization | F442A p/CIP-EGFP cells, EGFP fluorescence, 16 h | Q05BA5 | actives 0.01% (n = 290,000) | AID 1984 | decrease of EGFP signal, % at 10 µM;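 active = EGFP signal decrease of at least 30% at 10 µM or well 3 SD below plate mean, unless failing retest; inactive = the rest, including hits failing retest or dose response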; note: some compounds called inactive have numbers as strong as hits; many of its hits are not listed in these tables
IDE cell activ = IDE (human) activation, cell-based; P14735; HEK cells, FAbeta-B cleavage, fluorescence polarization; 0% vehicle, 100% cell-free pure enzyme wells; activation, % at 5.96 µM; actives 0.073% (n = 340,000); AID 493087;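 active = activation above the mean of all tested compounds plus 3 SD, set per screening campaign, cut at about 17% in these data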
IDE inh = inhibits human insulin-degrading enzyme in HEK cells; inhibition, % at 5.59 µM; P14735; FAbetaB cleavage, fluorescence polarization; actives 0.41% (n = 320,000);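 active = percent inhibition above the average of all tested compounds plus 3 SD, set per screening campaign, cut at about 16% in these data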;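 note: IDE supplied by intact live HEK cells; FP after avidin binding of uncleaved biotin substrate so inhibition keeps polarization high; 0% = DMSO wells and 100% = 60 µM reference IDE inhibitor Ii1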
CHRM4 PAM = positive allosteric modulators of human muscarinic M4 receptor | CHO-K1 hM4/Gqi5, Fluo-8 calcium fluorescence, ACh EC20; 0% = ACh EC20, 100% = maximal ACh | AID 624126 | activation, % at 3 µM | P08173 | actives 0.4% (n = 360,000);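 active = activation above its plate's cutoff, the mean activation of sample wells plus 3 SD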; note: some results filed as inactive read as strong as hits
Target sequence (P08173 whole entry, looked up): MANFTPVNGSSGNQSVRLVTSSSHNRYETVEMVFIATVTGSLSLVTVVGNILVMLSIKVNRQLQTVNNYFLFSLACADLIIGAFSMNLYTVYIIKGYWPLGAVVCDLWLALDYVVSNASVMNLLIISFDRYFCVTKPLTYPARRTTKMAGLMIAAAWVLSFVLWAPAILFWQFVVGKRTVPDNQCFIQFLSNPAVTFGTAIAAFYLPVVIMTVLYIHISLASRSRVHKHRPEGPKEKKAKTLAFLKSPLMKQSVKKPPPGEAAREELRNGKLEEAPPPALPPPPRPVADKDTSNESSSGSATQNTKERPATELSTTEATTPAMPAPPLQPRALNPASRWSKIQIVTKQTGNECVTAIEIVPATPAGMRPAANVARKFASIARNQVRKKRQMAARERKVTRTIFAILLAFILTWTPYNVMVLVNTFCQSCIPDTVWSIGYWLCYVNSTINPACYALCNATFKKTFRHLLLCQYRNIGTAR
CRFR2-BP ag = agonists of human CRF-binding protein/CRF-R2 receptor complex | actives 0.46% (n = 350,000) | AID 588473 | activation, % at 13.2 µM | HEK293 CRF-R2/CRF-BP, calcium dye fluorescence (FLIPR); percent of saturating CRF peptide response;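 active = activation of at least 50%, plus an integration ratio under a set limit after plate pattern correction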;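 note: plate controls were neutral control wells without compound for no effect and CRF at EC100 for full effect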
MEKK3 PB1 HTS = raises or lowers MEK5 binding to the human MEKK3 PB1 domain; actives 1.4% (n = 290,000); binding response (% of control), % at 10 µM; bead-based flow cytometry, Alexa488-MEK5 binding to MEKK3; actives lie on both sides; 0 = blocked by unlabeled MEK5, 100 = vehicle; Q99759;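 active = binding response more than 3 SD above or below the average of its plate-row segment, actives on both sides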;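 note: Alexa488 bead fluorescence after subtracting the streptavidin-only scavenger bead signal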
GalR3 antag = blocks the human galanin receptor 3 | actives 0.44% (n = 360,000) | AID 651719 | HEK293 GalR3-CNG cAMP membrane potential fluorescence; galR3 body fused to GalR1 C-terminus | O60755 | inhibition, % at 3 µM;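 active = inhibition above the screen-wide average plus 3 SD, cut at about 13% in these data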;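 note: forskolin and galanin both at EC90 stimulate the cells; cAMP rise reported by CNG channel membrane potential dye signal; 0% = forskolin plus galanin with DMSO and 100% = forskolin alone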
Target sequence (O60755 1-299 limits assumed): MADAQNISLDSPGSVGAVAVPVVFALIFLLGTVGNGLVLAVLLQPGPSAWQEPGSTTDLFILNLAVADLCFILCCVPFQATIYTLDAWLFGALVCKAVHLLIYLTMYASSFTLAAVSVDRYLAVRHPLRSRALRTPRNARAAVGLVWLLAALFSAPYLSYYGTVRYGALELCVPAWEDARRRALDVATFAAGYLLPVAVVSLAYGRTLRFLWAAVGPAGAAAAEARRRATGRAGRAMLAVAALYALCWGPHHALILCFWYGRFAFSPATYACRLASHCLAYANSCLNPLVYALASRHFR
CRFBP-R2 block = antagonists of CRF-binding protein/CRF-R2 receptor complex; HEK293 CRF-R2/CRF-BP, CRF-induced calcium fluorescence; inhibition, % at 11.8 µM; actives 0.59% (n = 350,000);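 active = inhibition of the ligand-induced calcium signal above about 50% at the single tested concentration, limit read from the data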
PHOSPHO1 inh = blocks human PHOSPHO1 phosphatase activity | actives 1.1% (n = 290,000) | recombinant PHOSPHO1, absorbance phosphatase assay | inhibition, % at 13.3 µM | Q8TCT1 | AID 1565; in the data active = inhibition above about 60%
Target sequence (Q8TCT1 whole entry, looked up): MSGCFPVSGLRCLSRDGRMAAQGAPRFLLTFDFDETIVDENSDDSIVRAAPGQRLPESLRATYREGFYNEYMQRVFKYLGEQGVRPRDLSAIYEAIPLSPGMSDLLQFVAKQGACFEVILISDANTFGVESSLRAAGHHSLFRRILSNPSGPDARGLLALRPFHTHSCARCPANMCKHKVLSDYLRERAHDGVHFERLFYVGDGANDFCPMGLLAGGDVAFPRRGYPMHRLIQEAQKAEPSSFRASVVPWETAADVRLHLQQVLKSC
An asterisk follows results filed as active.

`CC(C)(C)OC(=O)N[C@H](C(=O)OC(C)(C)C)c1ccc(Br)cc1` gave IDE cell activ -2, IDE inh 2, CHRM4 PAM -9, CRFR2-BP ag -0.7, GalR3 antag -8 and CRFBP-R2 block 2.
`CC(C)CNC(=O)CC1Nc2ccccc2NC1=O` (stereo unspecified) gave pCIP destab -1, IDE cell activ 2, IDE inh -3, CHRM4 PAM 7, CRFR2-BP ag -1.9, MEKK3 PB1 HTS 100, CRFBP-R2 block -3 and PHOSPHO1 inh -9.
`CCOC(=O)c1sc(NC(=S)NC(=O)C2CCCC2)cc1C` gave pCIP destab 0, IDE cell activ 0, IDE inh 4, CHRM4 PAM 14, CRFR2-BP ag 7.3, MEKK3 PB1 HTS 94, GalR3 antag -10, CRFBP-R2 block -30 and PHOSPHO1 inh -2.
`CCOc1ccccc1C1C(C(N)=O)=C(C)Nc2nc(CCCO)nn21` (stereo unspecified) gave pCIP destab 0, IDE cell activ 2, IDE inh 0, CHRM4 PAM 10, CRFR2-BP ag -1.9, MEKK3 PB1 HTS 95, GalR3 antag -3, CRFBP-R2 block 6 and PHOSPHO1 inh 13.
Screening Cc1[nH]c2ccccc2c1C(=O)CN1CCCCC1C (stereo unspecified) returned pCIP destab -14, IDE cell activ 6, IDE inh 3, CHRM4 PAM 10, CRFR2-BP ag 74*, MEKK3 PB1 HTS 95, GalR3 antag -1, CRFBP-R2 block 19 and PHOSPHO1 inh 48.
`O=C1C2CC=C(Cl)CC2C(=O)N1CC1Cc2ccccc2CO1` (stereo unspecified) gave pCIP destab -20, IDE cell activ 1, IDE inh 2, CHRM4 PAM -2, CRFR2-BP ag 1.0, MEKK3 PB1 HTS 97, CRFBP-R2 block -11 and PHOSPHO1 inh -13.
For CCOc1ccc(NC(=S)NCC(c2cccnc2)N2CCOCC2)cc1 (stereo unspecified) the results were pCIP destab -10, IDE cell activ -2, IDE inh -2, CHRM4 PAM 6, CRFR2-BP ag -1.9, MEKK3 PB1 HTS 99, GalR3 antag -4, CRFBP-R2 block 9 and PHOSPHO1 inh -24.
`CC(C)C(=O)NNc1nc2ccccc2s1` gave pCIP destab -2, IDE cell activ 3, IDE inh -3, CHRM4 PAM 4, CRFR2-BP ag -1.1, MEKK3 PB1 HTS 102, GalR3 antag -5, CRFBP-R2 block -6 and PHOSPHO1 inh 4.
For CCCCOc1ccc(C(=O)NCC(=O)N(C)CC(=O)Nc2ccc(N3CCOCC3)cc2)cc1 the results were IDE cell activ 3, IDE inh 0, CHRM4 PAM -3, CRFR2-BP ag 2.4, GalR3 antag -2 and CRFBP-R2 block -18.
`COc1ccc(NC(=O)/C(C#N)=C/c2ccc(Br)o2)cc1` gave pCIP destab 5, IDE cell activ 4, IDE inh -1, CHRM4 PAM 8, CRFR2-BP ag 0.9, MEKK3 PB1 HTS 100, GalR3 antag -6, CRFBP-R2 block -18 and PHOSPHO1 inh 22.
For CCCCC1=NN(C(=O)c2ccncc2)C(O)(C(F)(F)F)C1 (stereo unspecified) the results were pCIP destab -9, IDE inh 8, CHRM4 PAM -1, CRFR2-BP ag 2.5, MEKK3 PB1 HTS 102, GalR3 antag -4, CRFBP-R2 block 14 and PHOSPHO1 inh 34.
`COc1ccc(NC(=O)CN(C)C(=O)CN2C(=O)C3CCCCC3C2=O)cc1` (stereo unspecified) gave IDE cell activ 4, IDE inh 2, CHRM4 PAM 1, CRFR2-BP ag -1.2, GalR3 antag -5 and CRFBP-R2 block 10.
`N#Cc1ccc(COn2nnc3ccccc32)cc1` gave pCIP destab -1, IDE cell activ -1, IDE inh 7, CHRM4 PAM -2, CRFR2-BP ag -1.4, MEKK3 PB1 HTS 101, GalR3 antag -4, CRFBP-R2 block 32 and PHOSPHO1 inh -7.
Screening CCC1(CC)NC(=O)N(CC(=O)OCC(=O)Nc2ccccc2[N+](=O)[O-])C1=O returned pCIP destab -9, IDE cell activ 2, IDE inh 1, CHRM4 PAM -15, CRFR2-BP ag -0.9, MEKK3 PB1 HTS 102, GalR3 antag 3, CRFBP-R2 block -12 and PHOSPHO1 inh 42.
COc1ccc(NC(=O)Cn2c3ccccc3c3nc4n(c(=O)c32)CCS4)cc1OC was read as pCIP destab -7, IDE cell activ 3, IDE inh 1, CHRM4 PAM 5, CRFR2-BP ag -1.3, MEKK3 PB1 HTS 104, GalR3 antag -8, CRFBP-R2 block -10 and PHOSPHO1 inh 18.
`COc1cc(C(=O)Nc2ccc3nc4n(c(=O)c3c2)CCCCC4)cc(OC)c1OC` gave pCIP destab -4, IDE cell activ 2, IDE inh -2, CHRM4 PAM -1, CRFR2-BP ag -0.7, MEKK3 PB1 HTS 101, GalR3 antag 1, CRFBP-R2 block 10 and PHOSPHO1 inh 26.
Screening Cc1ccc(-n2c(CNc3ccc(F)cc3)nnc2SCC(N)=O)cc1 returned pCIP destab 5, IDE cell activ 0, IDE inh 1, CHRM4 PAM 9, CRFR2-BP ag -1.2, MEKK3 PB1 HTS 103, GalR3 antag -2, CRFBP-R2 block -10 and PHOSPHO1 inh 28.
Screening C#CCn1ccc(O)c(Cc2ccccc2)c1=O returned pCIP destab -2, IDE cell activ -2, IDE inh 1, CHRM4 PAM 3, CRFR2-BP ag 1.7, MEKK3 PB1 HTS 100, GalR3 antag -9 and CRFBP-R2 block 5.
Cc1ccc(S(=O)(=O)N2CCOCC2)cc1NC(=O)COC(=O)c1cccnc1Cl was read as pCIP destab 10, IDE cell activ 0, IDE inh -3, CHRM4 PAM -6, CRFR2-BP ag 4.4, MEKK3 PB1 HTS 106, GalR3 antag -4, CRFBP-R2 block 1 and PHOSPHO1 inh 24.
`CN(C)/C=C/c1c(C#N)c(=O)ncn1Cc1ccccc1` gave pCIP destab -9, IDE cell activ 1, IDE inh -1, CHRM4 PAM -2, CRFR2-BP ag -0.9, MEKK3 PB1 HTS 103, GalR3 antag 3, CRFBP-R2 block 42 and PHOSPHO1 inh 4.
O=S(=O)(CCN1CCSCC1)c1ccc(Cl)cc1 was read as pCIP destab -9, IDE cell activ -1, IDE inh 12, CHRM4 PAM -5, CRFR2-BP ag 0.3, MEKK3 PB1 HTS 102, GalR3 antag -6, CRFBP-R2 block -4 and PHOSPHO1 inh 12.
O=C(CCn1cccc1)N1CCc2ccccc21 was read as pCIP destab -22, IDE cell activ 4, IDE inh -2, CHRM4 PAM 4, CRFR2-BP ag -1.9, MEKK3 PB1 HTS 98, GalR3 antag 8, CRFBP-R2 block -11 and PHOSPHO1 inh 7.
CNC(=S)N(Cc1ccco1)Cc1cc2cc(OC)c(OC)cc2[nH]c1=O was read as pCIP destab -2, IDE cell activ -1, IDE inh -1, CHRM4 PAM -3, CRFR2-BP ag 0.6, MEKK3 PB1 HTS 103, GalR3 antag -2, CRFBP-R2 block -1 and PHOSPHO1 inh -70.
`O=C(O)C1CCCN1S(=O)(=O)c1ccc(Br)cc1` (stereo unspecified) gave pCIP destab 0, IDE cell activ -1, IDE inh 0, CHRM4 PAM -6, CRFR2-BP ag -2.1, MEKK3 PB1 HTS 104, GalR3 antag -7, CRFBP-R2 block -3 and PHOSPHO1 inh 25.
For Clc1ccc2oc(-c3ccccn3)nc2c1 the results were pCIP destab -16, IDE cell activ 5, IDE inh -2, CHRM4 PAM 6, CRFR2-BP ag 1.6, MEKK3 PB1 HTS 101, GalR3 antag -2, CRFBP-R2 block -4 and PHOSPHO1 inh -3.
Clc1ccc(-c2cc(CN3CCOCC3)no2)cc1 was read as pCIP destab -5, IDE cell activ -2, IDE inh -3, CHRM4 PAM -5, CRFR2-BP ag 1.4, MEKK3 PB1 HTS 107, GalR3 antag -9 and CRFBP-R2 block 8.
`CCc1cc(=O)oc2c3c(cc(OCC(=O)NCCCOC)c12)OC(C)(C)CC3` gave pCIP destab -10, IDE cell activ 2, IDE inh 2, CHRM4 PAM 2, CRFR2-BP ag -3.2, MEKK3 PB1 HTS 96, GalR3 antag -6, CRFBP-R2 block 25 and PHOSPHO1 inh 24.
Screening CCN(CC)C(=O)Cn1cnc2c1c(=O)n(C)c(=O)n2C returned pCIP destab -5, IDE cell activ 4, IDE inh 0, CHRM4 PAM 3, CRFR2-BP ag -1.0, MEKK3 PB1 HTS 97, GalR3 antag -6, CRFBP-R2 block 6 and PHOSPHO1 inh -9.
O=C(N/N=C/c1cccnc1)c1ccc(Cn2cc([N+](=O)[O-])cn2)o1 was read as pCIP destab 1, IDE cell activ 5, IDE inh -3, CHRM4 PAM 1, CRFR2-BP ag -1.0, MEKK3 PB1 HTS 102, GalR3 antag -5, CRFBP-R2 block -9 and PHOSPHO1 inh 4.
`Cc1cccc(OCC(=O)N/N=C\c2cccn2C)c1C` gave pCIP destab 10, IDE cell activ 4, IDE inh 0, CHRM4 PAM -4, CRFR2-BP ag -0.1, MEKK3 PB1 HTS 102, GalR3 antag -7, CRFBP-R2 block -19 and PHOSPHO1 inh 4.
Screening O=[N+]([O-])c1c(NCCCO)cc(Sc2ccc(Cl)cc2)c2nonc12 returned pCIP destab -8, IDE cell activ 5, IDE inh 10, CHRM4 PAM 6, CRFR2-BP ag -0.4, MEKK3 PB1 HTS 121, GalR3 antag 7, CRFBP-R2 block 6 and PHOSPHO1 inh -11.
Screening CCCN(CCC)c1cc(Cl)nc(N)n1 returned pCIP destab -2, IDE cell activ 8, IDE inh -4, CHRM4 PAM -2, CRFR2-BP ag 2.7, MEKK3 PB1 HTS 120, GalR3 antag -5, CRFBP-R2 block 3 and PHOSPHO1 inh -16.
Screening COc1ccc(NC(=O)CN(C)CC(=O)NCC(=O)Nc2ccc(F)cc2)cc1 returned IDE cell activ 2, IDE inh 4, CHRM4 PAM 8, CRFR2-BP ag -0.8, GalR3 antag 0 and CRFBP-R2 block 13.
Screening COC(=O)CN1C(=O)N/C(=C/c2cc(Cl)c(OC)c(OC)c2)C1=O returned pCIP destab 12, IDE cell activ 3, IDE inh 2, CHRM4 PAM -4, CRFR2-BP ag 0.7, MEKK3 PB1 HTS 91, GalR3 antag -4, CRFBP-R2 block -10 and PHOSPHO1 inh -22.
CC(C)CN1CCC(=O)NC1=S was read as IDE cell activ -3, CHRM4 PAM 7, CRFR2-BP ag 0.2, GalR3 antag -8 and CRFBP-R2 block 7.
`NC(=S)Nc1ccc(F)cc1F` gave pCIP destab -13, IDE cell activ 6, IDE inh 0, CHRM4 PAM -9, CRFR2-BP ag -2.3, MEKK3 PB1 HTS 106, GalR3 antag -6, CRFBP-R2 block -2 and PHOSPHO1 inh 27.
For COc1ccc(CNC(=O)C(CCSC)NS(=O)(=O)c2ccccc2F)cc1 (stereo unspecified) the results were pCIP destab 11, IDE cell activ 8, IDE inh 3, CHRM4 PAM -4, CRFR2-BP ag 0.9, MEKK3 PB1 HTS 99, GalR3 antag -6, CRFBP-R2 block 10 and PHOSPHO1 inh 37.
For COc1cc(N=Nc2c(C)n(C)n(-c3ccccc3)c2=O)ccc1N the results were pCIP destab 5, IDE cell activ 3, IDE inh 3, CHRM4 PAM -4, CRFR2-BP ag -4.2, MEKK3 PB1 HTS 99, GalR3 antag -5, CRFBP-R2 block 6 and PHOSPHO1 inh -2.

Molecules shown so far containing an aryl thioether with sulfur outside any ring, in the order listed:
Screening Cc1ccc(-n2c(CNc3ccc(F)cc3)nnc2SCC(N)=O)cc1 returned pCIP destab 5, IDE cell activ 0, IDE inh 1, CHRM4 PAM 9, CRFR2-BP ag -1.2, MEKK3 PB1 HTS 103, GalR3 antag -2, CRFBP-R2 block -10 and PHOSPHO1 inh 28.
Screening O=[N+]([O-])c1c(NCCCO)cc(Sc2ccc(Cl)cc2)c2nonc12 returned pCIP destab -8, IDE cell activ 5, IDE inh 10, CHRM4 PAM 6, CRFR2-BP ag -0.4, MEKK3 PB1 HTS 121, GalR3 antag 7, CRFBP-R2 block 6 and PHOSPHO1 inh -11.
